Source: PubChem (several laboratories)
Yeast life ext: compounds extending yeast replicative lifespan, primary screen, S. cerevisiae, OD615. inhibition of the nicotinamide effect, % at 10 µM. S. cerevisiae growth with nicotinamide; deaD strain in restrictive glucose medium. AID 775, 2007. 0.68% of 130,000 active;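 active = inhibition above a set limit, placed 3 SD over the median of all compounds, cut at about 26% in these data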;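 note: 0% = nicotinamide-treated wells and 100% = cells grown without nicotinamide; some compounds called inactive have numbers as strong as hits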
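System: Modified budding yeast, DeaD strain | Buffer or medium: Restrictive glucose medium | Also added: 1.5 mM nicotinamide | Doses: 10 µM single point, 0.25% DMSO | Schedule: 48 h compound exposure at 30 °C, humidified | Detection: Absorbance at 615 nm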
NPY-Y2 antag: NPY-Y2 receptor antagonists, primary screen, cell-based; Neuropeptide Y receptor type 2 (Homo sapiens), P49146; NPY-Y2 expressing cells, antagonist mode; inhibition, % at 2.7 µM; 0.99% of 140,000 active; AID 793, 2007; in the data active = inhibition above about 17%;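 note: 0% = vehicle with agonist challenge and 100% = reference antagonist with challenge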
Target sequence (P49146 whole entry, looked up): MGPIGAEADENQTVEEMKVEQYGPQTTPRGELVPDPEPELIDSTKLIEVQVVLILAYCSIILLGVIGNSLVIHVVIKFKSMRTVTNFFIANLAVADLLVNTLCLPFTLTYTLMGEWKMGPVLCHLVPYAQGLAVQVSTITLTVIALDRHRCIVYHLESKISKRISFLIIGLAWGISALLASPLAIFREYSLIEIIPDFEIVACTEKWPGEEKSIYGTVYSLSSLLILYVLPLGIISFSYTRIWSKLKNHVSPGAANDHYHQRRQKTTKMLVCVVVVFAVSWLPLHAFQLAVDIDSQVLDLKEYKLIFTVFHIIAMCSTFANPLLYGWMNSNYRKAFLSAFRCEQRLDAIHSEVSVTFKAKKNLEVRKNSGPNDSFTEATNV
HCT116 PTEN-null: growth suppression of PTEN-null HCT116, primary screen, cell-based, CellTiter-Glo. HCT116 PTEN-null viability, 60 h; hits give low values. viability, % at 10 µM. 1.2% of 140,000 active;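 active = viability at or below a set limit, 4 SD under the median of all tested compounds, cut at about 3.7% in these data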;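 note: PTEN knockout HCT116 line with beta catenin targeted HCT116 as companion control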
MRP1 act: H69AR viability gain despite doxorubicin, primary screen, MRP-1 activator project, H69AR cells, CellTiter-Glo; 0.61% of 140,000 active; viability rescue; viability increase, % at 10 µM;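 active = viability gain under doxorubicin at or above a set limit, the compound median plus 3 SD, cut at about 4.7% in these data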;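 note: MRP-1 overexpressing cells given doxorubicin 25 µM after compound pretreatment; 18-22 h compound pretreatment then 72 h with doxorubicin before readout; 0% = doxorubicin-only wells and 100% = vehicle-treated cells without doxorubicin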
Measles CPE: compounds protecting cells from measles virus cytopathic effect, primary screen, measles RdRp inhibitor project, single point, MLSMR library, absorbance; Measles virus-infected cells, CPE protection; protection (pct of control), % at 4 µM; 1.5% of 140,000 active; in the data active = protection mostly above about 24%, no sharp cut-off; inactive = mostly below about 26%; note: some compounds called inactive have numbers as strong as hits
GALR2 antag: GALR2 antagonists in receptor-expressing cells, primary screen; inhibition, % at 4 µM; AID 828, 2007; 0.39% of 140,000 active; antagonist mode; in the data active = inhibition above about 27%;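 note: cells stimulated with galanin 1-16 at roughly its EC80; 0% = agonist challenge control and 100% = basal control without agonist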
Target sequence (O43603 whole entry, looked up): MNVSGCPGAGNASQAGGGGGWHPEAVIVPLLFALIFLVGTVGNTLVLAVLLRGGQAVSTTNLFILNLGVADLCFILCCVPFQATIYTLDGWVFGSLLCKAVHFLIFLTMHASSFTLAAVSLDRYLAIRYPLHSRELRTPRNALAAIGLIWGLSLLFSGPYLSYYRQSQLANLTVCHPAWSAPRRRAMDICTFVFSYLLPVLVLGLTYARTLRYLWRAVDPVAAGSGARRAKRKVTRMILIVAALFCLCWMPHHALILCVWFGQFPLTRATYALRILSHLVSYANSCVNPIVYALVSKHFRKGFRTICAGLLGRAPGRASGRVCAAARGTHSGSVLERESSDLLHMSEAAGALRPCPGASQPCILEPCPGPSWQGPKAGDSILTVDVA
BB579 growth dn: growth inhibitors of yeast BB579 in restrictive medium, primary screen, yeast lifespan-shortening project, S. cerevisiae | OD615, 48 h | inhibition, % at 10 µM | 0.51% of 140,000 active;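 active = inhibition above a set limit, 3 SD over the mean compound inhibition, cut at about 44% in these data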; note: inactives centre near -24
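System: Saccharomyces cerevisiae DeaD strain BB579, replicative lifespan model yeast. Buffer or medium: restrictive glucose-based CSMM-D medium. Doses: one dose, 10 µM compound with 0.25% DMSO. Timing: 4 h preincubation and 48 h exposure at 30 °C. Detection: turbidity as optical density at 615 nm. Benchmarks: amphotericin B 10 µg/mL, positive.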
bCat KO growth: primary screen for growth suppressors in beta-catenin knockout HCT116 cells (colon tumor, human). HCT116 beta-catenin knockout viability, CellTiter-Glo, 60 h; hits give low values. viability, % at 10 µM. 1.5% of 140,000 active;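 active = viability at or under a set limit, the compound median less 4 SD, cut at about 6% in these data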;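 note: 0% = Hyamine 1622 control at 20 µM and 100% = untreated cell control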
Phagocytosis inh: inhibitors of macrophage phagocytosis, primary screen, imaging, J774A.1 cells, IgG beads | J774A.1 macrophage IgG-bead phagocytosis | 0.07% of 110,000 active | inhibition, % at 5 µM;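 active = inhibition above the mean of the plate negative controls plus 5 SD, cut at about 13% in these data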;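 note: phagocytic index as fraction of beads internalized from green versus red external bead signal; plate controls were DMSO negative control for no effect and cytochalasin-D positive control for full effect; some results beyond the cut were filed as inactive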
E-sel TNF inh: E-selectin induction blockers in HUVEC – imaging, immunofluorescence, high content, primary screen; HUVEC TNFa-induced E-selectin immunofluorescence; inhibition, % at 2 µM; 0.71% of 120,000 active; AID 1246, 2008;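 active = inhibition above the batch mean plus 3 SD, and confirmed as a hit on visual image review, cut at about 43% in these data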;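 note: 0% = TNF-stimulated DMSO wells and 100% = unstimulated control wells; not every result past the cut was called active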
Starred values were filed as active, the others as inactive; / = not tested or not shown; & = joins results of further samples.

smiles,Yeast life ext,NPY-Y2 antag,HCT116 PTEN-null,MRP1 act,Measles CPE,GALR2 antag,BB579 growth dn,bCat KO growth,Phagocytosis inh,E-sel TNF inh
C=C(C)Cn1c(CCCNC(=O)C(C)(C)C)nc2ccccc21,-7,-1,111,-2.1,11,11,-36,97,/,-3
OC(COCc1ccccc1)CN1CCN(c2ccccc2)CC1 (centres undefined),-3,2,97,-0.3,10,-2,-20,98,0,1
CCOC(=O)N1CCN(S(=O)(=O)N(C)C)CC1,0,-3,97,-2.9,1,3,-1,94,0,11
CCc1ccc(C(C)NC(=O)c2ccc(F)cc2)cc1 (centres undefined),2,-2,100,1.6,4,7,-42,93,-1,2
COc1ccccc1-c1nnc(NC(=O)C2=COCCO2)o1,-1,0,88,-3.8,16,3,-6,74,/,/
O=C(Nc1cccc(Cl)c1)ON=C1c2ccccc2-c2ccccc21,-23,12,96,-4.1,6,-1,-25,101,1,-13
CC(C)c1ccc(NC(=O)C(c2ccccc2)N2CCOCC2)cc1 (centres undefined),-12,/,83,2.7,4,/,-14,87,0,/
Oc1ccccc1-c1cc(-c2ccco2)[nH]n1,-17,0,62,-2.5,7,6,-9,57,0,8
O=C(CSc1nnc(-c2ccncc2)o1)Nc1ccccc1Cl,-11,-3,99,-0.3,7,5,-87,88,-1,-41
Cc1cc(C2=NNC(=NC3CC3)SC2)c(C)n1-c1ccccc1F,-7,0,20,-4.6,2,3,3,42,6,24
COc1ccc(OC)c(-c2cc(C(=O)NCc3cccs3)no2)c1,-5,6,98,-3.7,11,-5,-31,94,/,0
N#Cc1c(N2CCOCC2)nc(-c2ccco2)c2c1CCCC2,-20,2,55,-3.2,6,-12,-47,58,-1,30
O=C(C1CCN(c2nnc(-n3cccc3)s2)CC1)N1CCN(c2cccc(C(F)(F)F)c2)CC1,-6,6,64,-1.6,2,-10,17,67,0,/
Cc1cc(Oc2cnn(C(C)(C)C)c(=O)c2Cl)cc(C(C)C)c1,/,3,96,4.1,4,-6,-40,83,/,-10
O=C1[C@H]2[C@@H](C(=O)N1c1cc(Cl)cc(Cl)c1)[C@]1(C(=O)Nc3ccccc31)N1CCC[C@@H]21,-11,5,96,-2.1,6,-4,-23,99,-3,/
CC(=O)N1N=C(c2ccc(Br)cc2)OC1(C)CC(=O)Nc1ccccc1 (centres undefined),6,5,69,1.5,8,1,-9,70,-11,32
CCOC(=O)NN1C(=O)c2ccccc2NC1c1ccc(N(C)C)cc1 (centres undefined),-2,2,86,-1.3,18,-8,-15,97,-4,/
Cn1cccc1/C=N/n1c(-c2ccc(C(C)(C)C)cc2)n[nH]c1=S,-10,5,82,-0.8,0,-3,-4,82,-7,-42
CCOC(=O)C1=C(C)NC2=C(C(=O)CC(C)(C)C2)C1c1ccc2c(c1)CCCN2C (centres undefined),-7,-1,94,-2.8,9,-1,1,92,0,-19
CC1SC(c2ccc(Cl)cc2)NC1=O (centres undefined),/,3,89,1.0,9,5,-33,98,/,23

Part of the list above in order of molar mass, falling:
smiles,Yeast life ext,NPY-Y2 antag,HCT116 PTEN-null,MRP1 act,Measles CPE,GALR2 antag,BB579 growth dn,bCat KO growth,Phagocytosis inh,E-sel TNF inh
CC(=O)N1N=C(c2ccc(Br)cc2)OC1(C)CC(=O)Nc1ccccc1 (centres undefined),6,5,69,1.5,8,1,-9,70,-11,32
Cc1cc(C2=NNC(=NC3CC3)SC2)c(C)n1-c1ccccc1F,-7,0,20,-4.6,2,3,3,42,6,24
CC(C)c1ccc(NC(=O)C(c2ccccc2)N2CCOCC2)cc1 (centres undefined),-12,/,83,2.7,4,/,-14,87,0,/
Cc1cc(Oc2cnn(C(C)(C)C)c(=O)c2Cl)cc(C(C)C)c1,/,3,96,4.1,4,-6,-40,83,/,-10
C=C(C)Cn1c(CCCNC(=O)C(C)(C)C)nc2ccccc21,-7,-1,111,-2.1,11,11,-36,97,/,-3
COc1ccccc1-c1nnc(NC(=O)C2=COCCO2)o1,-1,0,88,-3.8,16,3,-6,74,/,/
CCOC(=O)N1CCN(S(=O)(=O)N(C)C)CC1,0,-3,97,-2.9,1,3,-1,94,0,11

The results go on:
smiles,Yeast life ext,NPY-Y2 antag,HCT116 PTEN-null,MRP1 act,Measles CPE,GALR2 antag,BB579 growth dn,bCat KO growth,Phagocytosis inh,E-sel TNF inh
CCN(C(=O)CSc1nnc(Cn2nnc3ccccc32)o1)c1nc(C)cs1,/,1,96,-2.1,17,0,8,89,/,-16
O=C(Cc1cc(=O)oc2cc(O)ccc12)NCC1CCC(C(=O)O)CC1 (centres undefined),-11,1,89,-0.4,23,0,-3,86,1,-1
COc1ccccc1CN(Cc1cc2cc(C)ccc2[nH]c1=O)Cc1nnnn1CC1CCCO1 (centres undefined),2,5,70,-4.7,17,-7,-11,84,-1,5
CC1(C)Cc2noc(N)c2C(C)(C)N1OC(=O)c1ccco1,-4,-4,91,-1.9,28,5,-3,90,/,-11
CCOC(=O)c1nn(-c2ccccc2C)c2nc(-c3ccc(C)cc3)c(C#N)c(=O)n12,-12,1,69,-0.6,15,-4,-38,62,0,-8
COC(=O)c1ccc(NC(=O)C2CCN(S(C)(=O)=O)CC2)cc1,-13,0,97&96,-0.6,5,-2,1,85,-1,3
N#Cc1ccccc1NC(=O)CC1CCCCC1,0,10,97,1.4,26,-7,-31,90,-2,14
Cc1ccccc1Nc1nc(N)nc(COC(=O)c2cccc(S(=O)(=O)NCc3ccccc3)c2)n1,3,0,53,2.1,3,-6,-30,62,-2,/
CCC(C)NC(=O)CCS(=O)(=O)c1ccc(Br)s1 (centres undefined),5,4,98,-0.1,13,10,-24,110,/,-18
CCC1=NN2C(=N)/C(=C/c3c(C)nn(-c4ccccc4)c3Cl)C(=O)N=C2S1,1,0,87,-3.0,71*,-8,-54,91,-5,/
COC(=O)CNC(=O)c1c(-c2ccccc2Cl)noc1C,6,-2,104,-0.9,5,17,-90,100,-3,-7
Cc1cc(C)nc(SCNC(=O)c2ccc(F)cc2)n1,-21,1,88,-1.2,8,6,-39,92,/,/
CCOc1ccc(/C=N/OCC(=O)NCc2ccc3c(c2)OCO3)cc1OC,-1,4,99,-0.4,6,-16,1,92,-11,18
COc1ccc2cc(C#N)c(SCC(=O)NNC(=O)Cc3ccccc3)nc2c1,-9,2,87,-1.4,7,14,-24,87,/,25
CCOc1cc(/C=C2\N=C(SCC)SC2=O)cc([N+](=O)[O-])c1OC(C)=O,3,2,97,-2.6,11,10,-52,97,-4,8
COc1nc(-c2ccncc2)nc2ccccc12,-26,6,72,-0.6,27,-15,-47,72,/,0
C(=N\N=C\c1cccnc1)/c1cccnc1,1,3,99,0.4,4,-1,-25,88,-5,/
CN1CCN(CC(=O)C23CC4CC(CC(C4)C2)C3)CC1,-12,2,99,0.6,3,3,-13,95,0,/
CCc1ccc(/C=N/NC(=O)c2cc(C)on2)s1,-5,0,93,1.1,23,11,-3,91,2,/
O=[N+]([O-])c1ccccc1/C=N/Nc1nnc(-c2ccccc2)c(-c2ccccc2)n1,-2,-1,99,-1.4,27,-7,0,94,-15,/
Cc1ccccc1N/C(SCc1cccc(Br)c1)=C(/C#N)C(N)=O,10,4,80,-0.9,12,1,-21,91,-8,28
Cc1ccc(S(=O)(=O)/N=C(\Nc2cc(C)on2)c2ccc(Cl)cc2)cc1,3,3,98,-1.3,6,5,-33,101,4,-21
CCC1CCCCN1C(=O)CN1C(=O)CSC1=O (centres undefined),-6,3,92,-0.8,12,-8,-20,96,-2,/
Cc1nc2cc(S(=O)(=O)N(C)C)ccc2n1-c1ccccc1,/,-2,92,-0.7,0,13,-23,85,0,-30
CCCNC(=O)Cn1cnc2sc(C(=O)N3CCN(c4ccc(F)cc4)CC3)c(C)c2c1=O,-2,0,102,-0.6,9,-14,-32,94,/,/
CC(C)Cn1c(SCc2nc3ccccc3c(=O)[nH]2)nc2ccccc2c1=O,-5,4,28,-4.4,0,-7,-25,18,/,-15
CS(=O)(=O)CCC(C(=O)OCC(=O)c1ccc(Cl)cc1)N1C(=O)c2ccccc2C1=O (centres undefined),-7,3,102,-1.6,7,0,-13,96,-6,12
CCc1nnc2n1N=C(c1ccc(OC)cc1)CS2,/,3,68,-5.0,4,-6,-17,66,/,13
Cc1ccc(-n2c(O)c(C=Nc3cc(C)on3)c3ccccc3c2=O)c(C)c1,0,-1,47,-1.7,1,5,-12,43,-10,/
CCCOc1ccc(/C=c2\sc3nc(-c4ccco4)nn3c2=O)cc1OCC,-4,8,94,-0.8,32,-6,-46,94,0,/
CCn1c(SCC(N)=O)nnc1-c1cc2c(C)nn(-c3ccccc3)c2s1,-8,0,101,-1.6,9,0,-87,94,0,-27
CCCC(=O)n1nc(-c2ccc(OC)cc2)nc1N,-10,2,100,-2.6,21,2,-29,99,0,11
Cc1ccn(-c2cccc(-n3ccc(C)n3)n2)n1,-3,3,96,1.1,4,1,-22,94,-5,17
C=CCn1c(O)c(C=Nc2ccc(Cc3ccncc3)cc2)c(=O)[nH]c1=S,-22,3,96,-1.7,10,3,-50,90,/,-48
O=C1SCCc2c1n(Cc1ccccc1)c1ccccc21,/,10,77,-0.9,13,-3,-35,79,/,-11
CN(C)C(=O)c1cc(Br)ccc1Cl,7,1,/,0.2,10,-2,-55,95,0,-5
Cc1ccc(CNC(=O)COC(=O)c2ccc(Cl)c(N)c2)cc1,-2,7,95,-0.4,31,-4,-55,91,-2,/
Cc1nc2ccccc2n1C(=O)N1CCOCC1,/,4,95,-0.6,5,-8,-23,94,/,-8
c1cc2c(cc1Oc1nc(N3CCOCC3)nc(N3CCOCC3)n1)OCO2,-2,1,105,-0.5,0,-4,-20,90,0,-26

Rows were taken by chance; about 6.3% have a hit in one of these screens.
